# High-throughput results from PubChem BioAssay.
# RT RNaseH block – blocks HIV-1 RNase H cleavage of RNA/DNA duplex; P04585; RT-RNase H RNA/DNA duplex cleavage, fluorescence; inhibition, % at 10 µM; actives 1.9% (n = 65,000); in the data active = inhibition above about 50%
# RmlC RmlD mix – mixture blocks RmlC and RmlD coupled enzyme activity | RmlC/RmlD coupled enzyme inhibition, 384-well mixture HTS | inhibition, % at 5.5 µM | actives 0.39% (n = 110,000) | AID 1532; in the data active = inhibition above about 30%, passing the limit was not always enough; inconclusive = no clear call, values can overlap the other calls; note: strong numbers were not always called active
# * = called active by the depositor; ? = inconclusive; nt = no result given.
SMILES,RT RNaseH block,RmlC RmlD mix
CCCCOc1ccc(-c2nnn(CC(=O)Nc3ncc(CC(=O)OCC)s3)n2)cc1,10.8,9.0
Cc1ccc(S(=O)(=O)c2c(N)n(NC(=O)c3ccccc3C)c3nc4ccccc4nc23)cc1,nt,-28.5
CC1=C(C(=O)Nc2ccccc2)C(c2ccncc2)n2nnnc2N1 (stereo unspecified),-1.6,6.9
Cn1c(SCCS(=O)(=O)c2ccc(Cl)cc2)nnc1-c1ccccc1,-11.7,4.3
COc1ccc(Oc2nccc(OC)c2C#N)cc1,nt,9.2
Oc1ccccc1-c1nc(NCCN2CCOCC2)c2ccccc2n1,-16.6,8.7
Cc1nn(-c2ccccc2)c(C)c1/C=N/NC(=O)c1cc(-c2ccc(Br)s2)[nH]n1,nt,4.2
C(/CCc1ccccc1)=N\n1cnnc1,-3.7,-7.0
NC(=O)c1ccc(NCc2ccco2)c([N+](=O)[O-])c1,nt,3.1
CC1CCCN(C(=O)c2cc(F)c(F)cc2Cl)C1 (stereo unspecified),-9.1,7.5
CCOC(=O)Oc1ccc2oc(=O)cc(C)c2c1,-16.2,61.2
Cc1ccc(CN2CCN(C)CC2)c(C)c1,-0.2,-6.7
Cc1cc(C)nc(-n2nc(C)c3c(C(F)(F)F)cc(=O)[nH]c32)n1,nt,-13.0
COc1ccc(CCN2CC3=C(C2=O)C(c2ccccc2)NC(=O)N3C)cc1OC (stereo unspecified),-12.6,7.3
O=C(O)CCCCCNc1nc2ncn(Cc3ccccc3)c2c(=O)[nH]1,-3.0,9.8
Cc1ccc(OC(=O)c2ccc(C)c(C)c2)cn1,-4.1,13.2
CCOC(=O)C1CCN(Cc2ccc(N(C)C)cc2)CC1,4.5,6.2
O=C(O)c1c2c(nc3ccc(S(=O)(=O)N4CCC(C(=O)NC5CCCC5)CC4)cc13)CCCCC2,3.1,12.8
CCN(CCNC(=O)C1CCCN(S(=O)(=O)c2cnc[nH]2)C1)c1ccccc1 (stereo unspecified),6.1,2.4
FC(F)(F)c1nnc2c(Sc3ccccn3)nc3ccccc3n12,nt,5.7
COc1ccc(Cl)cc1NC(=O)CN(C)C(C)C(=O)NCC1CCCCC1 (stereo unspecified),-3.5,8.3
CN(C)CCN1C(=O)c2oc3ccc(Cl)cc3c(=O)c2C1c1cccc(Br)c1 (stereo unspecified),6.7,10.0
O=C(Nc1ccc(F)cc1)c1ccccc1,nt,-3.2
O=C(NC1CCCC1)c1nc2c(nnn2Cc2cccc(Cl)c2)c(=O)[nH]1,8.4,-11.5
COc1ccc2[nH]c(C)c(CCN(Cc3cccs3)C(=S)Nc3ccccc3OC)c2c1,nt,-8.5

# Later entries.
SMILES,RT RNaseH block,RmlC RmlD mix
C(=N\c1nc2ccccc2n1CCN1CCCCC1)/c1ccc2c(c1)OCO2,-4.6,27.4
COc1ccc(-c2cc(-c3ccc(OC)cc3)[nH]n2)cc1,-12.0,3.6
O=C(CCC1CCCCC1)Nc1ccccc1O,15.2,3.0
COc1ccc(NS(=O)(=O)c2cccc(C(=O)N/N=C(\C)c3ccc(-n4ccnc4)cc3)c2)cc1,nt,7.6
CN(Cc1ccccc1)C(=O)COC(=O)c1cc(-c2ccc(Cl)s2)nc2ccccc12,nt,-130.3
Cc1ccc2[nH]c3c(c2c1)CC/C(=C/c1ccccc1)C3=O,nt,-7.0
COc1ccc(OC)c(NC(=O)CSc2nnc(Cc3cccn3C)n2-c2ccc(F)cc2)c1,1.7,-14.5
O=C(CSCc1ccccc1)NCc1ccc2c(c1)OCO2,nt,6.0
Cc1cc(C)n2nc(C(=O)OCCOc3cccc(Br)c3)nc2n1,-19.8,8.0
C=CCNC(=O)c1c(N)n(-c2cccc(S(N)(=O)=O)c2)c2nc3ccccc3nc12,-23.2,-25.4
CCCCNS(=O)(=O)c1ccc(OC)c(C)c1,nt,-9.2
O=C(NCc1cccs1)NC1CCCCC1,-9.8,0.2
O=C(NCCCc1ccccc1)c1cccs1,nt,-9.5
CCOCCCNC(=O)Cn1ncc2c(=O)oc3ccccc3c21,-29.1,-8.3
Cc1cccc(C)c1NC(=O)C1C2C=CC(C2)C1C(=O)NCc1ccccn1 (stereo unspecified),nt,-7.3
O=C(c1cccn(Cc2cccc(Cl)c2)c1=O)N1CCOCC1,nt,7.6
COc1cccc(OCC(O)CN2CCC(C)CC2)c1 (stereo unspecified),-15.2,-2.8
COC(=O)c1[nH]c2ccc(C)cc2c1NC(=O)CCN1CCN(Cc2ccc3c(c2)OCO3)CC1,-4.8,34.4
COc1ccc(-c2cc(C(=O)O)[nH]n2)cc1OC,-10.1,4.0
Cn1nc(-c2ccccc2F)c2cc(C(=O)Nc3ccc4c(c3)OCCO4)sc21,nt,4.4
COc1ccc(S(=O)(=O)N2CCN(CC(=O)Nc3cc(OC)cc(OC)c3)CC2)cc1,-6.9,nt
CCc1oc2ccccc2c1C(=O)c1cc(Br)c(O)c(Br)c1,16.4,-7.8
CCn1c(=O)cc(SCC(=O)Nc2cccc(SC)c2)c2ccccc21,nt,-8.7
Cc1ccc(-c2cc(C(=O)Nc3cnn(C(C)C)c3)no2)cc1,nt,8.1
CSc1nsc(SC)c1C(=O)OCC(F)(F)F,-18.0,24.7

# Additional results:
SMILES,RT RNaseH block,RmlC RmlD mix
CC(=O)NC(Cc1ccc(N(CCCl)CCCl)cc1)C(=O)O (stereo unspecified),nt,-1.8
CCn1c(N)c(C(=O)NCCOC)sc1=S,nt,-4.6
CC(C)CN(Cc1cc2ccccc2[nH]c1=O)C(=O)c1cccnc1,-0.5,0.8
C=CCSc1nc2sc(C)c(C)c2c(=O)[nH]1,-2.5,-33.2
O=C(Cc1cccs1)Nc1ccc(Cl)cc1,11.6,-14.0
O=C(O)CN=C1NC2(CCCC2)Cc2ccccc21,nt,-13.2
O=C(OCCN(C1=NS(=O)(=O)c2ccccc21)c1ccccc1Cl)c1ccc(Cl)cc1,nt,6.8
C(/C=C/c1ccco1)=N/N1CCN(c2ccccc2)CC1,nt,-18.9
CC1=C(C(=O)OCc2ccccc2)C(c2ccccc2OS(=O)(=O)c2ccccc2[N+](=O)[O-])NC(=O)N1CCCC(=O)O (stereo unspecified),nt,-14.5
CCCCCn1c(NC(=O)c2ccco2)c(S(=O)(=O)c2ccc(C)cc2)c2nc3ccccc3nc21,nt,-60.8
Cc1ccccc1S(=O)(=O)Cc1ccc(C(=O)N2CCN(c3ccc(F)cc3)CC2)o1,-13.6,-5.7
O=C(c1ncc[nH]1)c1ccccc1C(=O)N1CCOCC1,-0.7,-8.3
CCOC(=O)c1sc(NS(=O)(=O)c2ccc(NC(C)=O)cc2)nc1C,3.7,1.1
COC(=O)c1cc2c(cc1Cl)SC(=NCCCN1CCOCC1)NS2(=O)=O,-0.3,nt
COc1ccc(-c2oc3ncnc(NCCCN4CCOCC4)c3c2-c2ccc(OC)cc2)cc1,-115.7,11.4
CN(C)CCCNCCCNC(=O)/C=N/O,nt,5.2
O=C(NCCCN1CCCCCC1)C1CC(=O)N(CCc2ccccc2)C1 (stereo unspecified),-17.7,-11.1
COc1cccc(C2=NOC(C(=O)Nc3cccc(C(C)=O)c3)C2)c1OC (stereo unspecified),-0.6,3.5
COc1ccc(C(=O)Nc2ccc(S(=O)(=O)Nc3onc(C)c3C)cc2)cc1OC,-9.6,?
O=c1cc(C(Cl)(Cl)Cl)oc2c1ccc1ccccc12,nt,0.5
COc1ccc(C(O)c2nc3ccccc3s2)cc1 (stereo unspecified),-2.2,3.9
CCc1nn2c(=O)cc(CSc3nc4sc5c(c4c(=O)n3C)CCCC5)nc2s1,-17.3,nt
C=CCNC(NC(=O)c1ccccc1)(C(=O)OCC)C(F)(F)F (stereo unspecified),3.3,?
C=C(C)c1ccc(C(C)(C)NC(=O)NCc2ccco2)cc1,-15.1,-7.0
Cc1nn(C)c2ncc(C(=O)c3cc(F)ccc3O)cc12,nt,3.7

# (next part)
SMILES,RT RNaseH block,RmlC RmlD mix
COCCn1nnnc1SCC(=O)N1CCCCC1,-41.4,43.1
Clc1ccc(CNC2CCCC2)c(Cl)c1,nt,9.8
O=C(NCc1ccc2c(c1)OCO2)c1cc2ccccc2oc1=O,nt,3.9
Cc1ccccc1OCC(=O)N/N=C/c1cccn1C,nt,4.2
CCCCSc1cc(=O)n(-c2ccccc2)nc1C(=O)OCC,nt,-5.2
Cc1cc2c(n1-c1ccc(C(N)=O)cc1)CC(C)(C)CC2=O,nt,-12.0
COC(=O)c1ccc(C23CC4(C2)[C@H](CN(Cc2ccc(-c5ccccc5)cc2)[C@@H]4c2ccccc2)C3c2ccc(Cl)nc2)cc1 (stereo partly specified),nt,-9.0
O=C(c1ccccc1)N1CCN(S(=O)(=O)N2CCCCC2)CC1,-13.2,-10.5
CC(NC(=O)C(Cc1ccccc1)NC(=O)c1ccccc1)C(=O)O (stereo unspecified),nt,-71.2
COc1c(O)ccc2cnn(-c3ccccc3C)c(=O)c12,4.7,10.1
Cc1ccc(-c2nc(CS(=O)CC(=O)NCc3ccccc3)c(C)o2)cc1 (stereo unspecified),-0.6,-4.4
CC(=O)n1cc([C@@H]2C=C(C(=O)N3CCN(Cc4ccccc4)CC3)O[C@H](OCc3ccc(CO)cc3)C2)c2ccccc21,nt,-14.0
CCCn1cc(SCC(N)=O)c2ccccc21,-15.7,-15.1
O=C(CCNC(=O)c1ccc(Br)o1)NC1CCCC1,-5.3,29.9
CC(Sc1ccc(Cl)cc1)C(=O)Nc1ccc(S(=O)(=O)N2CCOCC2)cc1 (stereo unspecified),nt,-9.0
Cc1scc(C(=O)N2CCN(S(C)(=O)=O)CC2)c1-c1ccccc1,4.4,-12.8
CC(C)(C)NC(=O)Cn1nnnc1-c1nonc1N,-9.3,7.2
O=C(CC1C(=O)N(c2ccc(F)cc2)C(=O)N1Cc1ccccn1)Nc1ccccc1 (stereo unspecified),nt,-8.3
CC(C)CCNc1nc2c(cc1C#N)COC(C)(C)C2,-0.3,-0.8
CCCCCCS(=O)[C@H]1CS(=O)(=O)C[C@@H]1S(=O)CCCCCC (stereo partly specified),19.6,-8.9
COc1ccc(N(CC(=O)NCc2ccco2)S(C)(=O)=O)cc1Cl,-14.2,5.6
C1CCC(Nc2nnnn2C2CCCCC2)CC1,2.8,-7.0
COc1ccc(CC(=O)N2CCN(C)CC2)cc1OC,nt,9.2
Oc1sc(C=Nc2ccccc2)c2ccccc12,nt,70.0
Cc1ccccc1-c1nc(CN2CCC(C(=O)N3CCC(C(N)=O)CC3)CC2)c(C)o1,-1.8,6.6
CCOC(=O)CSc1nnc2c(n1)C1(C)CCC2C1(C)C (stereo unspecified),-9.6,-15.5

# Some of the compounds tested; the hit share may differ from the screen's.
